VCAM1 TNFa inh: reduces TNF alpha induced VCAM1 expression in HUVEC; actives 0.48% (n = 95,000); inhibition, % at 2 µM; HUVEC TNFa-induced VCAM-1 immunofluorescence, high-content imaging; AID 802;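 active = inhibition above the batch mean plus 3 SD, with images confirmed as a hit by eye, cut at about 37% in these data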;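 also: 0% = TNF-stimulated DMSO wells and 100% = unstimulated control wells; not every result past the cut was called active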
sEH inhibitor: inhibitors of human soluble epoxide hydrolase; inhibition, % at 2 µM; actives 0.34% (n = 91,000); AID 707; recombinant human sEH enzymatic activity assay; P34913; in the data active = inhibition above about 80%; also: values of inactives mirror those of a sister screen read the other way; many of its hits are not listed in these tables
Target sequence (P34913 whole entry, looked up): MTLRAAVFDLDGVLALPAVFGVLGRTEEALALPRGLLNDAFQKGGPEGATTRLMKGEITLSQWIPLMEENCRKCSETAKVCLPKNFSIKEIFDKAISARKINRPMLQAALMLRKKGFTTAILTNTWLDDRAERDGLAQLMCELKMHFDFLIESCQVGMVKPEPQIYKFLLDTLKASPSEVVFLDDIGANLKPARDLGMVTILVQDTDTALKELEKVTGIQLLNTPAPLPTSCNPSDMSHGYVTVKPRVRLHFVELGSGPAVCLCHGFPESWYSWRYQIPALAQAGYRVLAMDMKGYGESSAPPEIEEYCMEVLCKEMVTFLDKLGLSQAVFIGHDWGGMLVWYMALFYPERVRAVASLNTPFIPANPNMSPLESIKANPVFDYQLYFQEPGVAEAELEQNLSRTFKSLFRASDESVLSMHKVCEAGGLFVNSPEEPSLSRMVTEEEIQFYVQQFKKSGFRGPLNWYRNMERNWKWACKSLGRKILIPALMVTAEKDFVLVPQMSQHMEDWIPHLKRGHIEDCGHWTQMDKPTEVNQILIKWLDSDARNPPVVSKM
HUVEC tox IL1B: toxic to HUVEC cells under IL-1B stimulation | cell count reduction, % at 2 µM | AID 845 | HUVEC cell count loss, Hoechst imaging, IL-1B stimulated | actives 0.41% (n = 94,000);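 active = cell count reduction more than 3 SD above the screen-wide mean, cut at about 70% in these data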;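 also: normalized per plate to untreated control cells as the no-loss baseline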
PLK1 kinase inh: blocks human PLK1 kinase activity. P53350. recombinant PLK1 kinase, TR-FRET peptide phosphorylation. inhibition, % at 10 µM. actives 0.53% (n = 97,000). AID 619;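 active = inhibition of 50% or more in the single-concentration screen; inactive = inhibition below 50%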;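 also: 0% = DMSO max control and 100% = H-89 dihydrochloride min control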
cytoskel mod: cytoskeleton assembly modification | HUVEC TNFa F-actin phalloidin imaging, high content | inhibition, % at 2 µM | actives 0.18% (n = 91,000) | AID 836;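 active = inhibition above the batch mean plus 3 SD and confirmed as a hit by visual image inspection, cut at about 30% in these data, passing the limit was not always enough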; also: strong numbers were not always called active
E coli WT exp: E. coli BW25113 growth inhibition, expanded screen | OD600 absorbance | growth inhibition, % at 100 µM | AID 710 | actives 0.15% (n = 98,000);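 active = growth inhibition above about 50% at one test dose, limit read from the data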;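 also: growth measured after 20 h incubation at 37 °C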
DAT uptake mod: modulates human dopamine transporter uptake under cocaine. Q01959. LLC-PK1 hDAT cells, [14C]-dopamine uptake with cocaine IC80; actives deviate in either direction. B-score at 10 µM. actives 1.3% (n = 110,000). AID 449768;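 active = Z score or B-score, a plate-position-corrected score, falls beyond the plate's 99.7% confidence bounds, in either direction; inactive = both scores lie inside the 99.7% bounds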;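 also: scored against the spread of the other compound wells on the same plate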
HUVEC tox TNFa: HUVEC cytotoxicity counter-screen, TNF alpha stimulated | AID 848 | HUVEC TNFalpha-stimulated, Hoechst cell count, imaging | actives 0.17% (n = 93,000) | cell count reduction, % at 2 µM;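 active = cell count reduction exceeding the screen mean by over 5 SD, scaled to untreated wells per plate, cut at about 78% in these data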;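 also: cells counted after 24 h of TNF alpha exposure following the 1 h pretreatment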
PLK1 PBD inh: Plk1 (human) PBD binding inhibition | Plk1 PBD phosphopeptide binding, fluorescence polarization | actives 0.13% (n = 97,000) | inhibition, %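 (tested at about 20 µM)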 | AID 693; in the data active = inhibition above about 34%, passing the limit was not always enough
* hit, by the source's call; . = not tested or not shown.

SMILES | VCAM1 TNFa inh | sEH inhibitor | HUVEC tox IL1B | PLK1 kinase inh | cytoskel mod | E coli WT exp | DAT uptake mod | HUVEC tox TNFa | PLK1 PBD inh
CCOc1cc2nc(-c3ccc(OC)c(OC)c3)nc(N3CCOCC3)c2cc1OC | -6 | . | 0 | -4 | 10 | -2 | 0.88 | -12 | -17
COC(=O)c1c(NC(=O)c2ccc(S(=O)(=O)N3CCOCC3)cc2)sc2c1CCN(C)C2 | 54* | 10 | -6 | -10 | -20 | 0 | -1.3 | 7 | -17
O=C(CC12CC3CC(CC(C3)C1)C2)N1CCCC1 | 1 | 20 | -11 | -8 | 13 | 1 | -0.33 | -14 | 15
N#CC1=C(Nc2ccccc2)SC=C(c2ccc(Cl)c(Cl)c2)N=C1N1CCOCC1 | 12 | 12 | -38 | -7 | -25 | 5 | . | -1 | -10
O=c1cc(CO)oc(CN2CCN(c3ccccc3)CC2)c1O | 16 | 3 | -26 | -3 | -12 | -8 | -0.68 | 86* | -7
CCC(C)c1ccc(NC(=O)COC(=O)C2=COCCO2)cc1 (stereo unspecified) | 16 | 43 | -3 | -6 | 3 | 3 | -1.2 | -24 | 22
C=CCn1c(C)cc(C(=O)COC(=O)C2CC(=O)N(Cc3ccccc3)C2)c1C (stereo unspecified) | 48 | -21 | 22 | -10 | -8 | 6 | -0.7 | -2 | 20
CN(C)C(=O)CSc1nnc(-c2cnccn2)n1C | 1 | 0 | -3 | -6 | 8 | . | -1.4 | -26 | 1
CCOC(=O)C1=C(C)N=C2SC(C)C(=O)N2C1c1ccc(OCC)c(OCC)c1 (stereo unspecified) | -16 | -4 | -30 | 2 | . | 1 | 1.6 | -16 | -23
Cc1nc2ncnn2c(C)c1CCC(=O)NCc1ccco1 | 8 | -2 | 15 | -8 | 33 | -3 | 0.15 | -25 | 11
CCCCCCCOc1ccc(OC(=O)c2ccncc2)cc1 | 16 | 3 | -16 | -37 | -6 | -10 | 0.25 | -12 | -4
CN(C(=O)c1cccnc1)c1nc(-c2ccccc2)cs1 | -6 | 4 | 23 | -10 | -32 | -7 | -0.99 | 5 | -3
Cn1c(=Nc2ccc(N3CCOCC3)cc2)ccc2ccccc21 | 7 | 1 | 6 | -10 | -34 | 2 | 1.8 | 7 | -9
COc1[nH]c(/N=C/c2ccccc2)c(C#N)c1C#N | -9 | 8 | -92 | -9 | -5 | -4 | 0.53 | 20 | -25
COC(=O)c1cccc(N2C(=O)C3CC=CCC3C2=O)c1 (stereo unspecified) | -5 | -10 | 29 | -9 | -13 | . | -1.3 | -13 | 12
CCOc1c2ccc(C(=O)NCC34CC5CC(CC(C5)C3)C4)cc2nn1CC | 3 | 3 | -1 | -1 | 6 | -2 | 1.5 | 4 | -13
O=C(Nc1ccccc1)N1CCN(Cc2ccccc2)CC1 | 0 | 0 | -4 | -5 | 15 | 6 | -0.67 | 8 | 4
CCn1c(CSc2nc3ccccc3[nH]2)nc2cc(C(=O)O)ccc21 | -1 | -17 | 4 | 3 | 10 | 3 | -0.59 | -10 | -24
CC(=O)Nc1ccc(NS(=O)(=O)c2ccc(Cl)c(C(=O)O)c2)cc1 | -4 | 8 | -32 | -14 | 3 | 5 | -0.45 | -4 | -22
COc1ccc(N(CC(=O)NCCC2=CCCCC2)S(C)(=O)=O)cc1 | -22 | -8 | 1 | 3 | 2 | 0 | 1.1 | 5 | 8
COc1ccc(/C=C2\N=C3CCCCCN3C2=O)cc1OC | -1 | 9 | 0 | -3 | 7 | -4 | 0.089 | -11 | -40
COc1cccc(/C=N/n2c(=S)n(C)c3cc(C)c(C)cc32)c1OC | -11 | -4 | -17 | -9 | -4 | -5 | -0.91 | 3 | -1
Cc1[nH]n(-c2ccccc2)c(=O)c1S(=O)(=O)c1ccccc1 | 25 | 4 | -7 | -4 | 20 | 1 | -1.1 | -10 | -4
Cn1sc(NC(=O)c2cccc(Cl)c2)nc1=O | -12 | 5 | -111 | -7 | 26 | 4 | 0.15 | -3 | -18
Cc1ccc(CN2C(=O)CCC2C(=O)NCCN2CCOCC2)cc1 (stereo unspecified) | -4 | 1 | 25 | -4 | . | 3 | 0.83 | -28 | 5

The last 2 entries of the section above are carried over, then new ones follow:
SMILES | VCAM1 TNFa inh | sEH inhibitor | HUVEC tox IL1B | PLK1 kinase inh | cytoskel mod | E coli WT exp | DAT uptake mod | HUVEC tox TNFa | PLK1 PBD inh
Cn1sc(NC(=O)c2cccc(Cl)c2)nc1=O | -12 | 5 | -111 | -7 | 26 | 4 | 0.15 | -3 | -18
Cc1ccc(CN2C(=O)CCC2C(=O)NCCN2CCOCC2)cc1 (stereo unspecified) | -4 | 1 | 25 | -4 | . | 3 | 0.83 | -28 | 5
Cc1ccc(CN(C(=O)c2cc3ccccc3oc2=O)C2CCS(=O)(=O)C2)cc1 (stereo unspecified) | 1 | -2 | -13 | -8 | 16 | -1 | -0.29 | -12 | 7
CN(C)S(=O)(=O)c1ccc(S(=O)(=O)N2CCCC2)cc1 | 14 | 5 | -21 | 4 | -10 | 4 | 0.61 | -23 | 23
CNC(=O)c1ccc(OCc2ccccc2)c(OC)c1 | -22 | -10 | 37 | -15 | 3 | -16 | 1.5 | -18 | -9
O=C(Nc1ccccc1-c1nnn(CC(=O)N2CCCc3ccccc32)n1)c1ccco1 | -20 | -9 | -2 | -10 | -9 | -2 | 0.87 | 8 | -13
CCC(=O)Nc1ccccc1-c1nnn(CC(=O)N2c3ccccc3CC2C)n1 (stereo unspecified) | 7 | 5 | 40 | -7 | -7 | -1 | -0.046 | 12 | -10
CCOC(=O)c1c(NC(=O)c2nn(CC)cc2Br)sc(C)c1C | 19 | -4 | -97 | -22 | -3 | -2 | 0.25 | -10 | 13
CC(=O)c1cccc(N(CC(=O)N2CCCC2)S(C)(=O)=O)c1 | 10 | -9 | 11 | -14 | -3 | -14 | 0.021 | -17 | -13
CCCc1nc2ccccc2c(=O)n1/N=C/c1c(C)[nH]n(-c2ccc(C)cc2)c1=O | 2 | . | 18 | -2 | 0 | 4 | 0.031 | -14 | 4
CCCCn1c(=O)[nH]c(=O)c2c1ncn2Cc1ccco1 | -10 | -5 | -3 | -12 | 5 | -6 | -0.11 | -22 | -24
O=C(CSc1nnc(-c2ccccn2)n1Cc1ccco1)c1ccccc1 | -6 | -8 | -16 | -1 | 17 | 1 | 1.3 | -22 | 4
O=C1c2ccccc2C(=O)N1CCN1CCOCC1 | -4 | 13 | 9 | -4 | 12 | 2 | -1.7 | -4 | -16
CCCCC(NC(C)=O)c1nc2ccccc2[nH]1 (stereo unspecified) | -4 | 1 | -6 | -7 | 8 | 4 | -1.3 | -8 | 9
CCOc1cccc(C2C(C#N)=C(N)Oc3cc(C)n(Cc4ccccn4)c(=O)c32)c1OCC (stereo unspecified) | -15 | -13 | 2 | -7 | 12 | -9 | 1.2 | 16 | -18
CCc1ccc(N2CC(C(=O)Nc3nnc(CC)s3)CC2=O)cc1 (stereo unspecified) | -8 | -12 | -100 | -8 | -11 | -1 | 1.1 | 24 | 21
COC(=O)COc1ccc(S(=O)(=O)NCc2cccnc2)cc1C | 12 | -15 | -14 | -10 | 5 | -1 | -0.24 | -6 | -1
Cc1cc(Cl)ccc1OCCCC(=O)N1CCN(C(=O)c2ccco2)CC1 | 7 | 8 | 12 | -7 | 47 | 1 | 1.5 | 21 | 7
O=C(c1ccc(Cl)cc1)C1CCN(C(=O)N2CCOCC2)CC1 | -7 | 20 | -2 | -3 | 20 | -3 | -0.16 | -15 | 20
COc1cc(NC(=O)c2cccc(Cl)c2)c(OC)cc1NC(=O)CN1CCOCC1 | 4 | -2 | -24 | 31 | 38 | 1 | 1.9 | -19 | 1
Cc1ccc(NC(=O)CCSc2nnc3ccccn23)cc1 | 18 | -7 | -25 | -12 | -9 | -2 | 0.063 | 20 | -1
CC(=O)Nc1ccc2c(c1)ncn2C | 19 | 6 | -20 | -15 | -9 | . | 0.99 | -8 | 17
CCOc1ccc(CCNC(=O)COC(=O)c2ccco2)cc1OCC | 6 | 6 | -5 | -6 | 6 | -3 | -1.1 | -9 | 5
C=CCNc1nc(-c2ccccc2)nc(-n2ccnc2)n1 | 15 | 4 | -1 | -18 | 41 | -7 | -0.4 | -48 | -14
O=C(CCCOc1ccccc1)Nc1nccs1 | -32 | -11 | 15 | 1 | -15 | 4 | -0.095 | -31 | -36
CCc1nnc(NC(=O)c2cccc(S(=O)(=O)N(C)c3ccccc3)c2)s1 | 8 | 4 | 11 | -9 | . | -14 | . | -4 | 0
Cc1ccc(C(C)C)c(OCC(=O)Nc2ccc(N3CCN(S(C)(=O)=O)CC3)cc2)c1 | . | 40 | -6 | -8 | . | -1 | -0.04 | . | 8

As entered above:
CN(C)S(=O)(=O)c1ccc(S(=O)(=O)N2CCCC2)cc1 | DAT uptake mod = 0.61
CCCCn1c(=O)[nH]c(=O)c2c1ncn2Cc1ccco1 | PLK1 kinase inh = -12

(continued)
SMILES | VCAM1 TNFa inh | sEH inhibitor | HUVEC tox IL1B | PLK1 kinase inh | cytoskel mod | E coli WT exp | DAT uptake mod | HUVEC tox TNFa | PLK1 PBD inh
CCCCn1c(=O)nc2n(-c3ccccc3)c3ccccc3cc-2c1=O | -13 | -4 | -52 | -16 | -18 | -5 | 2.2 | 9 | -15
CCCn1c(-c2ccc(F)cc2)cnc1SCC(=O)O | 17 | -12 | -3 | -9 | -10 | -3 | -0.41 | 3 | 0
O=S(=O)(c1ccc2c(c1)OCCO2)N1CCC(n2cnc3cc(F)ccc32)CC1 | -2 | 4 | -13 | -8 | -8 | -12 | 1.6 | 40 | 24
Cc1cccc(C)c1OCC(O)CNS(=O)(=O)c1ccccc1C(=O)N1CCOCC1 (stereo unspecified) | 5 | 2 | -26 | -12 | 2 | -2 | 0.62 | 1 | -19
O=C(CCSCCC(=O)NCCN1CCOCC1)NCCN1CCOCC1 | 8 | -12 | -18 | -9 | 12 | 1 | -1.1 | -22 | 5
COc1ccc(Cc2nn[nH]n2)cc1 | -9 | 5 | -88 | -6 | -2 | -4 | 0.2 | -4 | 2
Cc1cc(Br)cc(C)c1NC(=S)NC(=O)CC(C)C | 7 | -12 | 19 | -9 | 5 | -7 | -8* | -19 | 19
CN(C)c1ccc(C2OC(=O)C(C)(C)C(=O)C2(C)C)cc1 (stereo unspecified) | 10 | 10 | -13 | -9 | -3 | 2 | 0.0063 | 17 | -22
Cc1ccc(CNC(=O)c2cc3c(-c4ccc(Cl)cc4)nn(C)c3s2)o1 | 4 | 2 | -10 | 4 | -9 | -8 | 0.69 | -34 | -11
COC(=O)C1=C(C)NC(=O)CC1c1ccc(C(=O)OC)cc1 (stereo unspecified) | 12 | -7 | -14 | -12 | -34 | -1 | -0.013 | 36 | -26
CCSc1nnnn1-c1ccccc1 | 4 | -12 | -12 | -8 | 0 | 3 | -0.99 | -5 | 15
CCc1ccc2oc(=O)cc(CN3CCC(C)CC3)c2c1 | 8 | 0 | -18 | -1 | . | 4 | 0.023 | -11 | 0
N#Cc1ccccc1NC(=O)CSc1nnc(-c2ccccc2)n1-c1ccccc1 | 8 | -2 | 27 | -10 | 5 | -7 | 1.8 | 6 | -17
CSC1=N/C(=C\c2ccc(C)cc2)C(=O)S1 | 11 | -5 | -21 | -8 | 16 | -3 | -0.99 | -33 | 11
CCN1C(=O)/C(=C\c2ccco2)C(C(=O)OC)=C1C | -13 | 3 | -35 | -8 | -7 | 6 | -0.69 | -18 | -9
O=C(NCCCCCCNC(=O)OC1CCS(=O)(=O)C1)OC1CCS(=O)(=O)C1 (stereo unspecified) | -13 | 2 | 10 | -1 | 9 | 0 | 0.74 | 0 | -19
Cc1cccc(NC(=O)C2CCN(S(=O)(=O)c3cccs3)CC2)c1 | -17 | 23 | -4 | 12 | . | -10 | . | -9 | -13
Cc1c(C(=O)N2CCN(c3ccc(F)cc3)CC2)sc2nc(-c3ccccc3)cn12 | 2 | 12 | 11 | -8 | -15 | 2 | . | -11 | -7
